SRC3 inh: inhibitors of human steroid receptor coactivator 3 (SRC3); HEK293 GAL4-SRC3 luciferase reporter, luminescence; Q9Y6Q9; inhibition, % at 3.6 µM; AID 588352; hit rate 0.17% among 360,000;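 active = inhibition above a per-campaign cutoff, the mean of all compounds plus 3 SD, cut at about 60% in these data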;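 note: 0% = DMSO-treated cells and 100% = gossypol-treated cells at 36 µM; higher means less SRC3-driven luciferase light from the GAL4 reporter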
COUP-TFII inh: blocks human COUP-TFII nuclear receptor. HEK293T NGFI-A luciferase reporter, luminescence. inhibition, % at 8.6 µM. hit rate 0.7% among 370,000. AID 686940;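 active = inhibition above a per-plate cutoff, mean inhibition of test wells between control levels plus 3 SD, cut at about 38% in these data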;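 note: cells cotransfected with COUP-TFII expression vector driving the NGFI-A reporter; 0% = median of COUP-TF2 test wells and 100% = reporter-only cells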
NCOA1 inh: inhibits human SRC1 coactivator. HEK293 GAL4-SRC1 luciferase reporter, luminescence. hit rate 0.12% among 360,000. inhibition, % at 3.6 µM. AID 588354. Q15788;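 active = inhibition above the campaign mean plus 3 SD, with each screening campaign given its own cutoff, cut at about 60% in these data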;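 note: 0% = DMSO treated cells and 100% = gossypol at 36 µM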
TRAIL sens C8: caspase-8 TRAIL sensitization. hit rate 1% among 360,000. inhibition (viability loss, TRAIL sensitization), % at 10 µM. NB7+C8 cells + TRAIL, ATPlite viability luminescence;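 active = compounds causing at least 50% loss of cell viability in the single-dose screen, relative to plate controls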
TROY signal inh: inhibitors of TROY-dependent NF-kB signaling; inhibition, % at 10 µM; hit rate 0.98% among 360,000; Q293 LMP1-TROYcd NF-kB luciferase reporter, 4 h;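 active = compounds whose plate-normalised and pattern-corrected inhibition of the luciferase reporter signal at the single screening dose is 50% or more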
KKLEB cytotox: CF airway cell cytotoxicity counter-screen | KKLEB CF airway cells viability, ATPlite luminescence, overnight; hits give low values; cells stimulated with P. aeruginosa culture filtrate | activity change (cytotoxicity), % at 5 µM | hit rate 0.36% among 360,000;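 active = corrected activity change at or below -50% at 5 µM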
Shn3 3UTR inh: inhibitors of Schnurri-3 3'UTR reporter in osteoblasts | Clone20 osteoblast Shn3 3'UTR firefly luciferase, 24 h | inhibition, % at 12.5 µM | hit rate 0.52% among 360,000;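 active = mean inhibition of at least 75% with every replicate also reaching 75%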;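 note: 0% = median of neutral control wells and 100% = pilot-screen positive control compound; some compounds past the cut are filed as inactive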
LRH-1 inv ag: NR5A2 inverse agonism in reporter assay; AID 602396; inhibition, % at 3.6 µM; O00482; HEK293T StAR-luciferase reporter, LRH-1 transfected, 24 h; hit rate 0.13% among 360,000;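 active = inhibition above the mean inhibition of all tested compounds plus 3 SD, cut at about 73% in these data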;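 note: 0% = DMSO wells and 100% = reporter-only cells lacking LRH-1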
TWEAK Fn14 block: inhibitors of TWEAK-Fn14 interaction signaling; TWEAK-stimulated Fn14 reporter cells, luciferase luminescence, 8 h; AID 1159606; inhibition, % at 10 µM; hit rate 2% among 360,000; in the data active = inhibition above about 50%
LMP1 NFkB inh: inhibitors of Epstein-Barr LMP1-induced NF-kappaB reporter | LMP1-induced NF-kappaB luciferase reporter cells, luminescence | AID 504558 | hit rate 0.69% among 350,000 | inhibition, % at 12.5 µM; in the data active = inhibition above about 41%;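 note: 0% = neutral control wells and 100% = reference inhibitor control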
CF NFkB block: cystic fibrosis NF-kB activation inhibition; inhibition, % at 5 µM; AID 588850; KKLEB NF-kB-GFP reporter, PAF-induced, GFP fluorescence overnight; hit rate 0.86% among 360,000;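 active = at least 50% inhibition at 5 µM, scaled per plate between neutral and stimulator controls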;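 note: PAF is a Pseudomonas aeruginosa culture filtrate used as stimulus; plate controls were PAF-stimulated DMSO wells for no effect and unstimulated DMSO wells for full effect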
* hit, by the source's call; nt = no result given. These rows are one share of the data; rates above refer to the full screens.

SMILES	SRC3 inh	COUP-TFII inh	NCOA1 inh	TRAIL sens C8	TROY signal inh	KKLEB cytotox	Shn3 3UTR inh	LRH-1 inv ag	TWEAK Fn14 block	LMP1 NFkB inh	CF NFkB block
CCC(NC(=O)Nc1cc(C)on1)(C(F)(F)F)C(F)(F)F	22	13	4	15	-14	-11	3	0	8	-21	16
Cc1ccc(S(=O)(=O)NC(CC(=O)O)c2ccccc2)c(C)c1 (stereo not drawn)	-12	-14	-18	-1	-3	0	3	-8	18	-3	-14
CC(C)CC(=O)Nc1ccc(C(=O)NNC(=S)NC(=O)C2CCCCC2)cc1	10	11	-6	-14	-20	-4	35	0	-24	28	-16
COc1ccc(NC(=O)C2(C)CCN2C)cc1OC (stereo not drawn)	-18	-12	7	-17	-6	9	-11	14	1	nt	-23
CC(C)CC(=O)Nc1ccc(C(=O)COC(=O)C2=COCCO2)cc1	18	9	-22	9	-17	0	-9	-4	2	-2	-6
CCN(CC(=O)Nc1c(F)cccc1F)C(=O)c1ccc(-n2cncn2)c([N+](=O)[O-])c1	7	14	3	-1	-21	7	-1	-22	-6	1	6
Cc1ccc(Oc2nnc(-c3ccccc3)c3ccccc23)cc1	-20	13	-20	-3	9	1	10	-13	18	5	17
O=C(Nc1cccc(Cl)c1)c1cncn1-c1ccc(F)cc1	16	-2	5	-4	-2	2	7	10	6	-6	5
O=Cc1cccn1-c1nccc(-c2ccco2)n1	7	-6	-5	3	3	-3	8	-25	-8	-8	-12
CC(=O)N1CCN(C(=O)c2cc(-c3ccc(C)o3)nc3ccccc23)CC1	-1	-18	-28	41	-17	3	-57	-23	8	-9	-8
CC(=O)Nc1ccc(S(=O)(=O)N2CCN(Cc3cccc([N+](=O)[O-])c3)CC2)cc1	8	12	-4	24	21	-3	13	18	-14	2	9
O=C1C=CC(O)(c2cc(=O)c3c(O)cc(O)cc3o2)C=C1	-49	0	-52	-1	27	-52*	97*	-17	92*	-65	75*
Cn1c(O)c(N=Nc2ccccc2[N+](=O)[O-])c2ccccc21	-46	-28	-35	3	-40	-16	-56	-19	-25	-22	17
CN(C(=O)c1cccc(NC(=O)Cc2ccc(NC(=O)C3CCCN(C(=O)C4CCCC4)C3)cc2)c1)C1CCC1 (stereo not drawn)	15	-14	0	-2	14	0	7	7	2	4	18
CCc1n(CC(O)COCC2CC=CCC2)c2ccccc2[n+]1C (stereo not drawn)	5	-27	-23	9	-10	17	2	23	-7	1	4

Part of the list above in another layout.
compound | SRC3 inh | COUP-TFII inh | NCOA1 inh | TRAIL sens C8 | TROY signal inh | KKLEB cytotox | Shn3 3UTR inh | LRH-1 inv ag | TWEAK Fn14 block | LMP1 NFkB inh | CF NFkB block
COc1ccc(NC(=O)C2(C)CCN2C)cc1OC (stereo not drawn) | -18 | -12 | 7 | -17 | -6 | 9 | -11 | 14 | 1 | nt | -23
CC(C)CC(=O)Nc1ccc(C(=O)COC(=O)C2=COCCO2)cc1 | 18 | 9 | -22 | 9 | -17 | 0 | -9 | -4 | 2 | -2 | -6
CCN(CC(=O)Nc1c(F)cccc1F)C(=O)c1ccc(-n2cncn2)c([N+](=O)[O-])c1 | 7 | 14 | 3 | -1 | -21 | 7 | -1 | -22 | -6 | 1 | 6
Cc1ccc(Oc2nnc(-c3ccccc3)c3ccccc23)cc1 | -20 | 13 | -20 | -3 | 9 | 1 | 10 | -13 | 18 | 5 | 17
O=C(Nc1cccc(Cl)c1)c1cncn1-c1ccc(F)cc1 | 16 | -2 | 5 | -4 | -2 | 2 | 7 | 10 | 6 | -6 | 5

Next section:
SMILES	SRC3 inh	COUP-TFII inh	NCOA1 inh	TRAIL sens C8	TROY signal inh	KKLEB cytotox	Shn3 3UTR inh	LRH-1 inv ag	TWEAK Fn14 block	LMP1 NFkB inh	CF NFkB block
S=c1nc[nH]c2c1sc1nc(N3CCOCC3)c3c(c12)CCCC3	10	4	-28	13	15	-7	1	-7	-3	2	0
O=C(COC(=O)c1cccs1)c1ccc2ccccc2c1	-25	-17	-93	-6	-70	5	-94	-12	-12	16	-11
COc1ccc(C2=NOC(Cn3nc(-c4ccccc4)cc3C(=O)NCc3ccccc3OC)C2)cc1 (stereo not drawn)	0	6	-11	13	0	-11	28	-8	2	-3	16
COc1ccc(C(c2c(NC(C)=O)sc3c2CCCC3)N2CCN(CCO)CC2)cc1OC (stereo not drawn)	-6	12	0	24	-11	4	9	-5	4	-1	-7
CC(=O)Nc1ccc(S(=O)(=O)NCCC(=O)OCC(=O)NC(C)c2ccc(Cl)cc2)cc1 (stereo not drawn)	11	4	-11	19	11	11	-5	-5	-3	-1	0
CCCc1cc(NCc2ccccn2)n2nc(C)c(-c3ccccc3)c2n1	10	6	2	36	-3	-1	21	3	0	-6	-16
Cn1c(N)c(C(=O)COC(=O)Cc2ccc(Cl)cc2Cl)c(=O)n(C)c1=O	12	-6	-7	13	-1	-3	-14	-19	2	3	-13
COc1ccc(C(=O)NC(=S)Nc2ccc(CN3CCOCC3)cc2)cc1Cl	6	17	-1	-4	13	5	48	6	-26	9	-16
O=S(=O)(c1ccc(N2CCCC2)nc1)N1CCOCC1	-7	-20	3	-19	13	3	7	1	-1	-1	9
O=C(CSc1nc2ncccc2[nH]1)NC1CCCCC1	-9	-22	-18	-1	-10	-7	3	-12	15	-3	-11
Cc1ccc(NC(=O)C2CCN(C(=O)NC3CCCCC3)CC2)c(C)c1	5	1	-3	-16	8	14	36	12	9	-5	0
CCNC(=O)CC1C(=O)N(c2ccccc2)C(=O)N1CCC(C)C (stereo not drawn)	7	-2	-22	12	-10	3	-6	5	2	-9	0
COc1ccc(CCNS(=O)(=O)c2cn(C)nc2C)cc1	-4	8	3	19	-15	2	2	13	-11	5	-7
Cc1ccc(NC(=O)COC(=O)CNC(=O)c2ccc3ccccc3c2)c([N+](=O)[O-])c1	-4	-10	-4	-3	11	18	-1	-1	-34	8	-13
O=C(CSCc1ccc(Cl)cc1)NN=C1CCCC1	1	2	-12	-13	13	8	-15	9	-1	12	-22

Arranged by the number under COUP-TFII inh (falling): some entries from above
SMILES | COUP-TFII inh
COc1ccc(C2=NOC(Cn3nc(-c4ccccc4)cc3C(=O)NCc3ccccc3OC)C2)cc1 (stereo not drawn) | 6
Cc1ccc(NC(=O)C2CCN(C(=O)NC3CCCCC3)CC2)c(C)c1 | 1
Cc1ccc(NC(=O)COC(=O)CNC(=O)c2ccc3ccccc3c2)c([N+](=O)[O-])c1 | -10
CC(=O)N1CCN(C(=O)c2cc(-c3ccc(C)o3)nc3ccccc23)CC1 | -18

(further entries)
SMILES	SRC3 inh	COUP-TFII inh	NCOA1 inh	TRAIL sens C8	TROY signal inh	KKLEB cytotox	Shn3 3UTR inh	LRH-1 inv ag	TWEAK Fn14 block	LMP1 NFkB inh	CF NFkB block
COCC(=O)Oc1c(S(=O)(=O)c2ccccc2)c(C)nn1C(C)(C)C	2	-9	5	-5	13	5	2	-5	-3	6	12
CCn1c(CNC(=O)COc2ccc(C(C)C)cc2)nnc1SCC(=O)Nc1ccccc1C(C)C	17	19	10	23	29	-10	41	17	11	11	6
COc1ccc(CCNC(=O)CSc2nnc(C(C)N(C)C)n2Cc2ccccc2)cc1OC (stereo not drawn)	5	-17	-25	3	-10	-18	11	-8	-8	12	13
COc1ccccc1NC(=S)NC12CN3CN(CN(C3)C1)C2	-14	5	-16	-7	3	7	-4	-7	-1	0	1
Cc1ccc(S(=O)(=O)N(C)C)cc1NC(=O)COC(=O)Cc1n[nH]c(=O)c2ccccc12	-11	8	-13	-16	-2	3	-5	-8	-26	0	-6
C#CC(CC)(CC)NC(=O)NC1CCCCC1	16	-6	10	0	3	10	28	-8	0	0	-6
Cc1ccc2nc(NC(=O)C3CCN(S(=O)(=O)c4cc([N+](=O)[O-])ccc4Cl)CC3)sc2c1	-21	7	-16	30	29	6	65	-27	83*	30	4
Cc1cccc(C)c1NC(=O)CN(C)C(=O)CCC(=O)c1ccccc1	-4	6	-2	6	-10	0	3	9	6	-7	-13
COC(=O)Cc1cc(=O)oc2cc(O)ccc12	9	8	3	0	-14	6	-18	11	12	-9	8
CCOC(=O)C1=C(COC(=O)c2cccs2)NC(=O)NC1C (stereo not drawn)	12	-13	10	-1	9	-12	-8	13	-11	-2	-16
O=C(COc1ncnc2ccccc12)NCCC1=CCCCC1	12	-6	3	-6	-3	-9	15	1	-26	15	14
O=C(CSc1ccc2c(c1)OCCO2)Nc1ccccc1	-33	9	-24	-4	-32	4	-15	-37	6	-5	-21
C=C1c2cc(C)c(C)cc2NC(=O)N1c1ccccc1	4	-6	4	14	-11	-1	-9	-18	-4	-12	4
CC(=O)C[C@H](O)CC(=O)[C@@H]1OC(=O)CCCCCc2ccccc21	4	1	-11	-18	0	4	0	-8	4	3	-10
CC(C)(C)C(=O)Nc1nc(=S)ss1	13	-3	-4	-10	4	8	-2	15	8	-2	14
COc1ccc(/C(O)=C2\C(=O)C(=O)N(c3cc(C)on3)C2c2ccccc2OC)cc1C (stereo not drawn)	-3	14	-11	-15	3	10	1	6	3	-6	-8
COc1cccc(CNC(=O)c2cc3ccccn3n2)c1	-27	-1	-3	-4	-9	-19	1	-23	-11	-6	18
Cc1cccc2cc(C#N)c(NCCNC(=O)NC3CCCCC3)nc12	-1	3	8	-8	-15	-1	25	12	7	-42	-3
C/C=C(\C)C(=O)Nc1cccc(C2=NOC3(C2)C[C@@H](C(N)=O)N(C(=O)c2ccccc2C(=O)c2ccccc2)C3)c1 (stereo partly drawn)	-4	2	-5	-11	4	7	-4	16	-5	4	-22
O=S(=O)(c1cccs1)N1CCN(c2ccc(Cl)cc2)CC1	-13	-15	5	-2	-12	-6	-6	-4	-19	-2	5
O=C(Nc1ccnn1C1CCN(C(=O)c2ccc(C(F)(F)F)cc2)CC1)C1CC1	7	4	-1	-18	-11	-2	9	6	-4	5	-30
Cn1c(=O)n(C)c2cc(/C=C(/C#N)C(=O)NCc3ccco3)ccc21	6	-29	-15	-7	6	6	-7	3	44	-1	-47
COC(=O)C1=CN(Cc2ccc(OC)c(OC)c2)C=C(C(=O)OC)C1c1cccs1	11	-12	-22	-7	16	3	6	20	-39	13	-9
